Bioassay records deposited in PubChem by several laboratories.
FLuc stim CS: FLuc activators, initial screening, artefact control for FLuc-dependent activation tests, biochemical, ATPlite luminescence; activation factor at 10 µM; AID 1027, 2008; ATPlite luciferase biochemical, 10 min; 0 = ATP-free wells, 1 = DMSO control; 200,000 tested, under 10 active; Luciferin 4-monooxygenase (Photinus pyralis), P08659;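 active means luciferase activation factor, scaled between plate controls, of at least 2 with compound at 10 µM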
Target sequence (P08659 whole entry, looked up): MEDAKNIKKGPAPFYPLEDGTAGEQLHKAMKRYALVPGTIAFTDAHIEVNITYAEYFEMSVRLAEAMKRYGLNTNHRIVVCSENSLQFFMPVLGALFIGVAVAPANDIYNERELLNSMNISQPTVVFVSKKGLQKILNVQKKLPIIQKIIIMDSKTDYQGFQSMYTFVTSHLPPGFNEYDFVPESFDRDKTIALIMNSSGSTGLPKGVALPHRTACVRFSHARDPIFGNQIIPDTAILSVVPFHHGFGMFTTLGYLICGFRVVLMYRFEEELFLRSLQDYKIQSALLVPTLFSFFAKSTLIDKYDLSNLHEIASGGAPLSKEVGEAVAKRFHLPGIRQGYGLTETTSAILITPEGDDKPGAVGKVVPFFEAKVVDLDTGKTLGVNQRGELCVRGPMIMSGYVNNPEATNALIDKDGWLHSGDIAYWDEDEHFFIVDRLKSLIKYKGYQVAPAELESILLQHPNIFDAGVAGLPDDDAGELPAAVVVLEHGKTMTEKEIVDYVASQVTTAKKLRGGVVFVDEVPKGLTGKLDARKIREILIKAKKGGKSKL
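Material: Luciferase/luciferin reagent mix | Doses: Test compounds dosed from 2 mM stocks in 100% DMSO | Timing: 10 min incubation after luciferase reagent addition, room temperature | Measured by: Luminescence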
STAT1 activator: STAT1 signaling activators, primary screen, cell-based, HTS, luciferase reporter | NIH 3T3 STAT1-luciferase reporter, IFN-gamma, luminescence; 100% = IFN-gamma alone, no compound | activation (% of control), % at 5.5 µM | 2.6% of 200,000 active;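 active means activation above the screen-wide mean activation plus 3 SD, cut at about 130% in these data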;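 further: raw ratio to IFN-gamma control signal so 100% means no change and 0% no light; values of inactives mirror those of a sister screen read the other way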
G6PDH CS: L. mesenteroides G6PDH inhibitors, counter-screen for G6PDH-coupled screening assays, biochemical, Leuconostoc mesenteroides enzyme; Purified L. mesenteroides G6PDH, diaphorase/resazurin coupled fluorescence, 45 min; inhibition, % at 5 µM; 0.12% of 200,000 active; AID 1020, 2008; in the data active means inhibition above about 50%
APP 5'UTR act: activators of APP 5'UTR luciferase reporter, primary screen, SH-SY5Y cells. SH-SY5Y APP 5'UTR luciferase reporter, luminescence; zero percent = DMSO vehicle wells. activation, % at 2 µM. 1% of 190,000 active. AID 1276, 2008;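 active means activation above a set limit, based on mean plus 3 SD of controls, cut at about 140% in these data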; further: values of inactives mirror those of a sister screen read the other way
FLuc inh counter: firefly luciferase enzyme inhibitors, primary screen, artefact control for luciferase-based inhibitor screens, biochemical, luminescence, ATPLite; Luciferin 4-monooxygenase (Photinus pyralis), P08659; 1.5% of 200,000 active; inhibition, % at 10 µM; 10 min; AID 1006, 2008;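 active means inhibition above about 50% when tested at 10 µM, limit read from the data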
APP 5UTR inh: inhibitors of APP translation via 5'UTR reporter, primary screen, APP 5'UTR luciferase, SH-SY5Y cells; inhibition, % at 2 µM; AID 1285, 2008; SH-SY5Y APP 5'UTR-luciferase reporter, luminescence; 0.82% of 190,000 active;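 active means inhibition above a set limit, derived from the sample mean plus 3 SD, cut at about 45% in these data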; further: values of inactives mirror those of a sister screen read the other way
HMGR II inh: inhibitors of E. faecalis class II HMGR, primary screen, biochemical, Enterococcus faecalis. purified E. faecalis HMGR, NADPH absorbance 340 nm kinetic. inhibition, % at 10 µM. 0.41% of 190,000 active. HMG-CoA reductase (Enterococcus faecalis, mvaE);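 active means inhibition above a set limit, the median over all tested compounds plus 3 SD, cut at about 9.5% in these data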;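 further: enzyme runs in reverse so mevalonate oxidation gives rising NADPH absorbance; 0% = complete reaction with DMSO and 100% = background rate lacking mevalonate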
NF-kB neuron act: activators of NF-kB expression in neurons, primary screen, cell-based, HTS. human neuronal cells, NF-kB reporter expression; hits give high values. fold change at 12.5 µM. 1.6% of 190,000 active. AID 1239, 2008; in the data active means fold change above about 3.3
Hsp70 act: Hsp70 transcriptional activators, primary screen, cell-based, HeLa, Hsp70 promoter luciferase, luminescence, 10 µM; HeLa Hsp70 promoter luciferase reporter; scaled: vehicle 0, proteasome-inhibitor control 100%; activation, % at 10 µM; 0.04% of 200,000 active; AID 1203, 2008;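 active means activation above the mean across all tested compounds plus 3 SD, cutoff set per campaign, cut at about 5.5% in these data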;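 further: 100% = MG132 at 30 µM as the positive control and 0% = DMSO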
Redox H2O2 prof: compounds producing H2O2 with reducing agent – biochemical, NIH compound library profiling, artefact control for MLSCN library redox annotation, primary screen | AID 878, 2007 | 0.03% of 200,000 active | DTT-dependent redox cycling H2O2, phenol red/HRP absorbance; 100% = 100 µM peroxide control, 0% = buffer | activation, % at 10 µM;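 active means activation of at least 50% relative to the plate's high and low controls in the primary single-dose screen; inactive means activation below 50%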;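 further: compound incubated with DTT at 0.8 mM final as the reducing agent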
* = called active by the depositor; . = not tested or not shown.

SMILES	FLuc stim CS	STAT1 activator	G6PDH CS	APP 5'UTR act	FLuc inh counter	APP 5UTR inh	HMGR II inh	NF-kB neuron act	Hsp70 act	Redox H2O2 prof
Nc1nc(N2CCN(c3ccc(Cl)cc3)CC2)n[nH]1	1.1	99	6	3	-8	-3	0	1.2	-0.1	-0.2
CCCN1C(=O)CSC1=Nc1ccccc1	1	99	8	19	-3	-19	3	1	-0.2	-1.0
COc1cccc2cc(C(=O)N3CCc4ccccc4C3)c(=O)oc12	0.9	121	6	39	6	-39	1	2.8	-0.2	-0.2
Cc1cc(=O)[nH]c(N/N=C/c2ccccn2)n1	1	112	10	-65	4	65*	-2	0.86	-0.1	-0.1
CCc1nc(N2CCCC2C(=O)O)c2oc3ccccc3c2n1 (stereo unspecified)	1	97	10	6	-3	-6	-2	1.1	-0.2	-3.0
O=Cc1cnc(N2CCOCC2)nc1	1	97	3	20	-1	-20	-4	1.1	-0.4	-0.3
CC(C)(C)OC(=O)N[C@@H](Cc1ccccc1)c1nnc(S(=O)(=O)Cc2ccccc2)o1	1	83	11	-64	-1	64*	5	1.1	0.6	2.7
N#CCCn1cc(/C=N/O)c(-c2ccc(-c3ccccc3)cc2)n1	1.1	99	4	15	-8	-15	-3	1.1	-0.1	-0.1
O=C(NCC(=O)N(CC1CCCO1)C1(C(=O)NC2CCCC2)CCCCC1)c1ccccc1 (stereo unspecified)	1	99	0	7	4	-7	-6	1.1	-0.1	-0.1
CCC(=O)OCc1c(C(F)(F)F)nn(C)c1Oc1cccc(C(F)(F)F)c1	1	97	7	10	1	-10	-6	1.1	-0.3	3.0
CCC(C)NC(=O)CSC1=Nc2ccccc2C2=NC(c3ccccc3)C(=O)N12 (stereo unspecified)	1.1	96	4	-2	-11	2	2	0.94	-0.6	0.2
Cc1ccc(Cn2cccc(NC(=O)NC3CCCCC3)c2=O)cc1	1.1	98	11	-4	-7	4	1	0.95	-0.3	2.9
COc1ccc(-n2c(=O)c3ccccc3n(CC(=O)OCc3ccccc3)c2=O)cc1OC	1	84	10	16	-2	-16	-9	1	-0.1	-0.7
Nc1c(-c2cccs2)cnn1-c1nc(-c2ccc(Cl)cc2Cl)cs1	1	100	5	5	-3	-5	-5	1.1	0.0	-0.1
COC(=O)c1ccccc1S(=O)(=O)N(CCCN1CCOCC1)Cc1cccs1	1.1	89	4	4	-7	-4	-6	0.9	-0.1	0.6
Cc1ccc(NC(=O)C2CCCN(S(=O)(=O)c3cccs3)C2)cc1 (stereo unspecified)	1	92	-1	5	-3	-5	-1	1.1	-0.2	0.2
COc1ccc2c(c1)C(c1ccccc1)=NNC(c1ccco1)=N2	1	104	3	-11	5	11	.	1.1	0.0	-3.8
O=C(C/C=N\OCc1ccc([N+](=O)[O-])cc1)Nc1ccc(F)cc1F	1.1	103	14	-3	-9	4	-1	1	-0.2	-0.8
COc1ccc(CCNC(=O)CSc2nc(O)c(CC(C)C)c(=O)[nH]2)cc1OC	1	99	3	3	-1	-3	1	0.91	0.1	1.0
COc1ccc(/C=N/NC(N)=S)cc1OC(=O)c1cccc2ccccc12	1	130*	2	19	3	-19	-2	0.91	-0.2	2.0
Cc1ccc(CSc2nc3c(c(=O)[nH]c(=O)n3C)n2CCC(C)C)cc1	1	98	6	3	2	-3	-1	0.66	-0.2	0.0
CNC(=S)N/N=C/c1ccc(OCC(=O)Nc2c(C)cc(C)cc2C)c(OC)c1	1.1	100	-36	9	-8	-9	-9	0.43	-0.2	0.4
CC(C(=O)NCc1cccs1)N1C(=O)c2ccccc2C1=O (stereo unspecified)	1.1	92	1	-8	-5	8	-3	1	-0.3	-0.2
OCCN(Cc1ccccc1)C(=S)Nc1ccc(F)cc1	1	91	8	-6	-5	6	3	1.1	-0.2	-0.4
CCOC(=O)c1c(-c2ccc(OC)cc2)csc1/N=C/C1C(=O)CCCC1=O	1.1	94	5	-3	-9	3	-4	1	0.8	-2.6
COc1ccccc1-c1noc(CCC(=O)Nc2ccccc2Cl)n1	1	108	19	.	-3	34	-2	1.1	-0.2	0.8
Cc1noc(C)c1C(=O)OC(C)C(=O)Nc1ccc(S(=O)(=O)NC(C)C)cc1 (stereo unspecified)	1.1	96	8	8	-7	-8	2	1	-0.1	0.0
CCN(Cc1ccccc1)C(=O)C1CCC(CNc2c(N3CCOCC3)c(=O)c2=O)CC1 (stereo unspecified)	1	94	7	0	3	0	0	1.1	0.0	-1.4
NS(=O)(=O)c1ccc(NC(=S)Nc2ccc(Br)c(Cl)c2)cc1	1.1	94	5	15	-6	-15	-9	1.4	-0.5	-0.8
CSc1ccccc1C(=O)Nc1ccc(C)c(C)c1	0.9	119	-2	51	12	-51	6	2.2	-0.1	-0.2
CC(=O)C1C(=O)c2c(cccc2[N+](=O)[O-])C1=Nc1ccc(S(N)(=O)=O)cc1 (stereo unspecified)	1	93	18	30	-4	-30	2	0.98	-0.4	-0.2
COC(=O)c1ccc(N2C(=O)CC(N3CCOCC3)C2=O)cc1 (stereo unspecified)	1.1	102	12	1	-7	-1	-1	1.2	-0.1	-1.5
COc1cc(/C=N/NC(=S)Nc2cccc(S(=O)(=O)N(C)C)c2)cc(OC)c1O	0.9	101	-36	-16	9	16	-5	0.39	0.1	-0.1
Cc1ccc(S(=O)(=O)N(C)CCCC(=O)NC(C)(C)C)cc1	1	101	11	-8	-4	8	12*	1.1	-0.1	0.7
CCOc1ccc(/C=C/C(=O)Nc2ccc(N3CCOCC3)cc2)cc1	1	101	-4	6	-3	-6	-3	1.1	-0.2	-2.4
O=C(NC(=S)NNC(=O)c1cccs1)c1ccco1	1	96	4	3	-4	-3	1	0.97	-0.5	2.0
CCOC(=O)c1ccc(NC(=O)CSc2nnc(NC(=O)c3ccc(S(=O)(=O)N4CCOCC4)cc3)s2)cc1	0.8	103	13	-4	15	4	-5	0.84	-0.5	0.2
COC(=O)c1sccc1NC(=O)Cn1nnc(-c2ccc(C)cc2)n1	1.1	104	-24	-6	-8	6	-6	1.1	-0.2	0.8
COc1ccc(-c2nnc(SCC(=O)N/N=C/c3ccccc3C(=O)O)n2-c2ccccc2)cc1	1	106	5	-4	-2	4	3	0.9	0.0	-0.2
CCN(CC)S(=O)(=O)c1ccc(/C=C/C(=O)OCC(=O)Nc2cccc3ccccc23)cc1	1	100	-11	16	-4	-16	-10	0.96	-0.3	0.4
Cc1ccc(-c2nnc(-c3ccc(NC(=O)Cc4cccs4)cc3)o2)cc1	1	108	11	-1	3	1	-3	1.4	-0.1	-4.1
CC(C)NC(=O)CN(CCc1ccccc1)S(C)(=O)=O	1.1	102	-5	-4	-6	4	0	1.2	-0.5	-0.8
CCN(CC(=O)NCc1cccs1)c1nnnn1-c1ccccc1	1.1	94	6	-1	-11	1	1	1.5	3.0	-0.2
O=C1N=C(N2CCCC2)S/C1=C\c1cccc(Br)c1	1	101	-7	1	-4	-1	-2	1.8	-0.1	0.2
CN1CCC(N(C)C(=O)NC2CCCCC2)CC1	1.1	104	9	9	-6	-9	-1	1.1	0.1	-0.1
O=C1Nc2cc3c(cc2Sc2ccccc21)OCCO3	1	109	4	8	-2	-8	0	1	-0.4	0.0
COC(=O)Cn1c(=NC(=O)c2sc3ccccc3c2Cl)sc2cc(S(N)(=O)=O)ccc21	1	93	-4	1	-1	-1	0	1	-0.3	-0.1
CCc1ccc(NC(=O)c2cc(C)on2)cc1	0.4	115	0	200*	61*	-200	-7	5.8*	-0.4	-0.5
CSc1ncccc1C(=O)OCC(=O)c1cccc(Br)c1	1	104	-4	3	-5	-2	4	0.9	0.0	-0.9
CC(C)(C)c1ccc(C(=O)OCCNC(=O)c2c(Cl)nc3ccccn23)cc1	1	99	-2	-6	-3	6	-1	0.84	0.0	2.2
Cc1ccc2cc3c(NC(=O)c4ccco4)nn(C)c3nc2c1	1.1	106	-1	-5	-5	5	-2	0.66	0.4	-3.9
COc1cccc(NS(=O)(=O)c2ccc(NC(C)=O)cc2)c1	1	94	-3	6	-4	-6	-4	0.99	-0.2	15
Cc1ccc(OCCCC(=O)Nc2ccc(N3CCOCC3)cc2)cc1	1	99	6	4	-2	-4	-2	1.2	0.0	1.8
O=[N+]([O-])c1cc(Cl)ccc1Oc1ccc(-c2nnco2)cc1	1	90	4	3	0	-3	0	.	0.0	-0.6
CC(C)N1CCC(NC(=O)Nc2ccccc2)CC1	1.1	95	9	16	-6	-16	-2	1	-0.4	-0.4
Nc1ccc(-n2nncc2-c2ccco2)cc1	1	92	3	2	-5	-2	-1	1.1	-0.5	-0.3
O=C(NCCc1c[nH]c2ccccc12)C(F)(F)F	1	100	7	24	-4	-24	1	1.4	-0.1	1.6
CCS(=O)(=O)NCC(c1ccco1)N1CCN(c2ccc(F)cc2)CC1 (stereo unspecified)	1	99	-4	1	-1	-1	1	1.2	-0.3	-0.3
Cn1c(Cn2nnc3ccccc32)nnc1SCC(=O)Nc1ccc2c(c1)OCO2	1	97	1	13	-4	-13	0	0.82	-0.4	0.6
O=C(COc1ccccc1Br)N1CCN(c2ccccc2)CC1	1	102	3	-6	-3	6	0	1.1	-0.3	0.4

Shown in markdown: five of the compounds above
| smiles | FLuc stim CS | STAT1 activator | G6PDH CS | APP 5'UTR act | FLuc inh counter | APP 5UTR inh | HMGR II inh | NF-kB neuron act | Hsp70 act | Redox H2O2 prof |
| --- | --- | --- | --- | --- | --- | --- | --- | --- | --- | --- |
| CCN(CC(=O)NCc1cccs1)c1nnnn1-c1ccccc1 | 1.1 | 94 | 6 | -1 | -11 | 1 | 1 | 1.5 | 3.0 | -0.2 |
| Cc1ccc2cc3c(NC(=O)c4ccco4)nn(C)c3nc2c1 | 1.1 | 106 | -1 | -5 | -5 | 5 | -2 | 0.66 | 0.4 | -3.9 |
| CCc1ccc(NC(=O)c2cc(C)on2)cc1 | 0.4 | 115 | 0 | 200* | 61* | -200 | -7 | 5.8* | -0.4 | -0.5 |
| Cn1c(Cn2nnc3ccccc32)nnc1SCC(=O)Nc1ccc2c(c1)OCO2 | 1 | 97 | 1 | 13 | -4 | -13 | 0 | 0.82 | -0.4 | 0.6 |
| CC(C)(C)c1ccc(C(=O)OCCNC(=O)c2c(Cl)nc3ccccn23)cc1 | 1 | 99 | -2 | -6 | -3 | 6 | -1 | 0.84 | 0.0 | 2.2 |

Next part:
SMILES	FLuc stim CS	STAT1 activator	G6PDH CS	APP 5'UTR act	FLuc inh counter	APP 5UTR inh	HMGR II inh	NF-kB neuron act	Hsp70 act	Redox H2O2 prof
COC(=O)CNS(=O)(=O)c1ccc(C)cc1	1.1	104	0	11	-6	-11	-12	1.4	-0.1	0.3
CCC(C(=O)Nc1cc(C)nn1-c1nc(C)cc(C)n1)c1ccccc1 (stereo unspecified)	1	92	16	13	0	-13	-1	0.84	-0.3	-0.6
Nc1nc2ccc([N+](=O)[O-])c(N)c2s1	1	91	2	13	0	-14	4	0.8	-0.1	1.9
O=C(CCS(=O)(=O)c1cccc2nsnc12)N1CCN(Cc2ccc3c(c2)OCO3)CC1	1.1	97	10	-3	-6	3	0	0.97	-0.4	0.5
